PABP1 MLLE inh – inhibitors of microRNA-mediated deadenylation, human PABP1 MLLE binding; P11940; GST-MLLE / FITC-PAM2 fluorescence polarization; inhibition, % at 20 µM; hit rate 0.36% among 360,000; in the data active means inhibition above about 35%, passing the limit was not always enough;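 further: plate controls were DMSO wells with GST-MLLE for no effect and wells lacking GST-MLLE protein for full effect; some results filed as inactive read as strong as hits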
Target sequence (P11940 whole entry, looked up): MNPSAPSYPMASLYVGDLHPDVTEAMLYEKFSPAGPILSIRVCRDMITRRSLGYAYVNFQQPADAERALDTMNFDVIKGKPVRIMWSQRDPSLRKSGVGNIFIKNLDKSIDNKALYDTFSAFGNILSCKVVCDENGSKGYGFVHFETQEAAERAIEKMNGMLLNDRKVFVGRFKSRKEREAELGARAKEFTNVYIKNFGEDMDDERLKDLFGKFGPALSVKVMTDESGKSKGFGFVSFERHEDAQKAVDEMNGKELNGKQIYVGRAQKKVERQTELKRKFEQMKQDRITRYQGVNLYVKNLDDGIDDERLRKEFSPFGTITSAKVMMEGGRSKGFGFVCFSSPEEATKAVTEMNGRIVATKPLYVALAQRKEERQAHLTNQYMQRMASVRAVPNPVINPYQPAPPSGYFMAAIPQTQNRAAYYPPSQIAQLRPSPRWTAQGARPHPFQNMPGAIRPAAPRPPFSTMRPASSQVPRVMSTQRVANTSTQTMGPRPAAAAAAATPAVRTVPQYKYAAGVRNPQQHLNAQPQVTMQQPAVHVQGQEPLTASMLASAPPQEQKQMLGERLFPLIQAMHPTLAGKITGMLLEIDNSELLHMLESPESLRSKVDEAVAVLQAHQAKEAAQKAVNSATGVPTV
MT1-MMP act inh – blocks activation of human MT1-MMP; hit rate 0.061% among 360,000; GFP/RFP ratio change, % at 20 µM; HT1080 RFP-PRO-GFP cells, GFP/RFP ratio fluorescence, overnight; percent of plate control window, DMSO zero; P50281;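 active means GFP/RFP ratio change of at least 30% with cell ATP level not reduced by more than half and red fluorescence within 50% of control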; further: strong numbers were not always called active
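Assay system: HT1080 RFP-PRO-GFP cells | Dosing: 20 µM single dose, 1% DMSO | Incubation: Cells overnight before dosing, compound overnight, 37 °C, 5% CO2 | Evaluation: GFP/RFP fluorescence ratio | Control set: DMSO-only wells and HT1080 RFP-L50D-GFP cell wells as references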
CSN deneddyl inh – blocks human CSN-mediated cullin deneddylation | hit rate 0.38% among 360,000 | Q92905 | Purified CSN, SCF-Nedd8-OG deneddylation, fluorescence polarization | AID 651999 | inhibition, % at 12.5 µM;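 active means pattern-corrected inhibition above about 35%, with an unprinted fluorescence ratio check between 0.5 and 1.5, limit read from the data, passing the limit was not always enough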;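 further: 0% = enzyme with substrate and 100% = substrate without enzyme; some results filed as inactive read as strong as hits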
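Detection – fluorescence polarization · System – HEK293T-derived human Csn5 enzyme · Controls – substrate-only high control, full reaction low control · Timing – 90 min, room temperature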
Rpn11 inh – Rpn11 (human) deubiquitinase inhibition | O00487 | hit rate 0.59% among 360,000 | calls only at 20 µM | human 26S proteasome, Ub4-pepOG fluorescence polarization; 20S core pre-blocked with epoxomicin;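 active means inhibition at 20 µM, scaled to each plate's controls, above about 33%, limit read from the data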
Target sequence (O00487 whole entry, looked up): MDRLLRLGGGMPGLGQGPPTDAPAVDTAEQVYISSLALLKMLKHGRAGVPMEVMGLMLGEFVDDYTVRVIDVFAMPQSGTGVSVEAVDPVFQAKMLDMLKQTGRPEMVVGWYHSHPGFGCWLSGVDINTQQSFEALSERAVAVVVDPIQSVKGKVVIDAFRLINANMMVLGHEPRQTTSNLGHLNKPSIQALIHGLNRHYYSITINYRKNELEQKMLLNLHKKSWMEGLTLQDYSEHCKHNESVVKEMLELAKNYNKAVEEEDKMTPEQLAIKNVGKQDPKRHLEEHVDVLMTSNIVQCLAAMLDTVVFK
bovine MsrA act – activators of bovine methionine sulfoxide reductase A; hit rate 0.3% among 360,000; activation, % at 10.6 µM; purified bovine MsrA, absorbance read-out; AID 602163; in the data active means activation above about 7.5%;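 further: 0% = vehicle and 100% = reference activator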
eLon inh – E. coli protease La inhibition; hit rate 0.42% among 360,000; P0A9M0; purified E. coli Lon protease, fluorescence polarization; AID 602123; inhibition, % at 7.94 µM; in the data active means inhibition above about 13%, passing the limit was not always enough;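 further: 0% = enzyme with probe and DMSO and 100% = no enzyme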
MsrA inh – inhibitors of bovine MsrA | AID 651718 | inhibition, % at 15.5 µM | hit rate 0.75% among 360,000 | purified bovine MsrA, absorbance read-out; in the data active means inhibition above about 4.5%;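 further: 0% = vehicle wells with enzyme and 100% = reference inhibitor wells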
Rin1 Abl inh – blocks binding of human Rin1 to Abl; P00519+Q13671; TR-FRET Rin1/Abl binding, biochemical; inhibition, % at 7.35 µM; hit rate 0.4% among 360,000; AID 588664; in the data active means inhibition above about 5%, passing the limit was not always enough
FAS TE block – blocks the thioesterase domain of human fatty acid synthase; recombinant FAS-TE, OMFH fluorogenic substrate, fluorescence endpoint; AID 602261; hit rate 0.67% among 360,000; inhibition, % at 15 µM;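 active means compounds whose normalised, plate-corrected inhibition of enzyme fluorescence in the single-dose primary screen is 50% or more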;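 further: 0% = DMSO with enzyme and 100% = substrate without enzyme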
Active calls of the source: *; i = inactive; / = not tested or not shown; + = active, no number.

No. | smiles | PABP1 MLLE inh | MT1-MMP act inh | CSN deneddyl inh | Rpn11 inh | bovine MsrA act | eLon inh | MsrA inh | Rin1 Abl inh | FAS TE block
1 | CCOC(=O)C(NCc1ccccc1OC)(NC(=O)c1ccccc1)C(F)(F)F (centres undefined) | -3.5 | 6.0 | -3.1 | i | -4.0 | -2.3 | -0.6 | -1.3 | -2.1
2 | Cc1ccc(-c2nc3ncccc3o2)cc1NC(=O)c1ccco1 | 9.9 | 0.0 | 0.6 | i | -2.6 | -12.4 | -0.5 | -0.4 | -2.7
3 | COC(=O)c1ccc(C(=O)OC)c(NC(=S)N2CCN(c3ccccc3)CC2)c1 | -30.5 | / | -1.7 | i | -11.8 | 3.3 | 1.0 | 4.0 | -2.7
4 | Cc1occc1-c1nnc(SCC(=O)N2c3ccccc3CCc3ccccc32)n1C | -2.2 | -1.9 | -1.4 | i | -1.5 | 8.6 | 1.8 | -2.6 | -1.2
5 | Cc1cccc(NC(=O)Cc2ccc(NC3=NC4CS(=O)(=O)CC4S3)cc2)c1 (centres undefined) | -106.0 | -0.3 | 0.3 | i | -1.3 | -7.6 | 0.8 | -1.1 | -6.4
6 | O=C(CCc1nnc(Cc2ccc(-c3ccccc3)cc2)o1)NCCc1cccnc1 | 2.9 | 5.4 | 4.1 | i | -0.5 | 4.7 | -0.2 | 0.6 | -0.6
7 | COc1ccccc1N1CCN(C(=O)c2ccc3c(c2)CCN3S(=O)(=O)c2ccccc2)CC1 | 5.9 | 3.7 | -1.8 | i | -2.6 | -11.9 | 0.7 | 3.2 | 16.0
8 | COc1ccc(NC(=S)N2CCN(Cc3ccco3)CC2)c(OC)c1 | -41.4 | -4.2 | -2.0 | i | 2.6 | -12.8 | 2.8 | 0.4 | -9.9
9 | Cc1cc(C)n(CC(=O)NC2CCCc3c2cnn3-c2ccc(C)c(C)c2)n1 (centres undefined) | 4.7 | 0.8 | 1.8 | i | -1.9 | 4.7 | -0.1 | 0.7 | -8.3
10 | O=C(Cn1cnc2ccccc2c1=O)N1CCN(c2ccccc2)CC1 | 3.5 | 4.2 | 5.5 | i | -2.1 | -30.4 | 0.3 | 1.6 | -7.7
11 | Cc1ccc(C)c(CSc2nc3[nH]ncc3c(=O)[nH]2)c1 | 24.4 | -16.2 | 5.9 | i | -0.8 | -9.0 | 1.3 | 0.3 | -17.1
12 | O=C(Nc1ccccc1N1CCN(c2ccccc2)CC1)c1ccccc1F | -4.5 | -6.7 | -8.0 | i | -6.3 | -6.5 | 1.9 | 2.7 | 19.7
13 | COc1ccc2c(c1)CCCN2S(=O)(=O)c1ccc(Cl)cc1 | 3.6 | -1.7 | 0.0 | i | -0.8 | 3.0 | 0.6 | -1.7 | 29.8
14 | CC(=O)N1CCN(C(=O)c2ccc(NS(=O)(=O)c3ccc4c(c3)OCCO4)cc2)CC1 | 3.1 | -7.4 | -7.1 | i | -1.3 | -5.3 | 0.6 | -3.7 | -5.5
15 | COc1ccc2c(c1)CCCC2=O | 5.7 | 12.7 | 6.2 | i | -1.0 | 11.2 | -0.6 | -0.9 | -4.5
16 | O=C(c1ccco1)N1CCN(C(=O)c2[nH]ncc2[N+](=O)[O-])CC1 | -1.1 | -5.0 | -6.7 | i | -10.4 | -0.7 | 1.7 | -0.7 | -3.1
17 | COc1ccccc1-c1nnc(SCC(=O)N2CCCC2)o1 | -70.4 | 1.3 | 1.4 | i | -1.6 | -2.8 | -0.6 | 1.1 | -5.8
18 | O=S(=O)(Cc1nnnn1-c1ccc(Br)cc1)c1ccc(F)cc1 | 9.1 | 2.5 | 0.8 | i | -2.5 | 0.0 | -0.3 | -0.6 | -0.9
19 | CCCCSc1cc(C)nc(N)n1 | 3.4 | -2.5 | -4.7 | i | -4.2 | -2.7 | -1.6 | -2.3 | -2.8
20 | Cc1ccc(SCC(=O)NCCN2C(=O)CSC2=O)c(C)c1 | 0.6 | -13.9 | -3.5 | i | -1.9 | -7.0 | -0.8 | -4.7 | -2.1
21 | CCNc1nc(N)nc(Oc2ccc(OCc3ccccc3)nn2)n1 | -9.8 | 6.9 | 0.7 | i | -5.2 | -9.1 | 0.8 | -1.3 | -4.6
22 | COc1cc(/C=C2\SC(=O)N(Cc3ccc(F)cc3)C2=O)cc([N+](=O)[O-])c1O | -8.7 | 25.1 | 3.0 | i | -2.3 | -0.4 | -0.5 | 0.2 | 68.2*
23 | Cc1ccc(S(=O)(=O)c2nnn3c2nc(N2CCOCC2)c2ccccc23)c(C)c1 | 0.1 | -2.4 | 7.9 | i | -3.1 | 8.7 | 1.2 | 45.5* | 41.5
24 | C=CCNC(=O)C1CCN(c2ccc(S(=O)(=O)N3CCOCC3)cc2[N+](=O)[O-])CC1 | 5.0 | 2.8 | 5.1 | i | -5.6 | 1.4 | 1.8 | -3.1 | -7.6
25 | COC(=O)/C=C/c1ccc(-n2cncn2)cc1 | 6.5 | 1.6 | 2.9 | i | -1.2 | 6.2 | 0.8 | -0.6 | -8.3
26 | CCN1c2ccccc2NC2N=C(OC)C(c3ccccc3)C21 (centres undefined) | -11.0 | 16.4 | 7.3 | i | -0.1 | 6.8 | / | 0.9 | -43.0
27 | Cc1ccc(NC(=O)C2(NC(=O)c3ccccn3)CCCCC2)cc1Br | -7.0 | -11.2 | 4.3 | i | -7.4 | -22.4 | -0.8 | -2.1 | 4.1
28 | COc1ccc(OC)c(NC(=O)CS(=O)(=O)Cc2ccccc2)c1 | -1.5 | 2.1 | 3.4 | i | -3.5 | -13.5 | -0.5 | -1.8 | -3.6
29 | CC(=O)C1=C(C)NC(SCC(=O)c2ccc(Cl)cc2Cl)=C(C#N)C1c1ccco1 (centres undefined) | -25.9 | -32.2 | 12.2 | + | -9.8 | -28.2 | -0.3 | 3.7 | 7.8
30 | CC(Oc1ccccc1)C(=O)Nc1nnc(S(=O)(=O)N(C)c2ccccc2)s1 (centres undefined) | -7.8 | 1.8 | -4.0 | i | -6.6 | -2.2 | -1.2 | 3.6 | -5.5
31 | c1ccc(CN2CCN(Cc3c[nH]c4ccccc34)CC2)cc1 | 7.1 | -11.3 | -0.3 | i | -3.6 | -0.1 | 0.0 | 0.3 | -3.1
32 | Cc1ccc(-n2c(C)cc(/C=C3\SC(=O)NC3=O)c2C)cc1 | 8.3 | 2.9 | -2.6 | i | -1.3 | -2.7 | 0.7 | 0.4 | -2.0
33 | CN(C(=O)CCN1C(=O)/C(=C/c2ccc(F)cc2)SC1=S)C1CCS(=O)(=O)C1 (centres undefined) | 22.3 | 4.8 | -3.6 | i | -9.8 | -3.7 | 0.1 | -4.0 | -3.3
34 | COc1ccc(-c2cc(NC=O)c3ncc(-c4cccc(C(F)(F)F)c4)n3c2)cc1OC | -26.8 | -9.6 | 3.8 | i | 1.1 | -15.0 | -0.9 | -2.6 | 14.6
35 | O=C(COC(=O)c1ccc(F)c(S(=O)(=O)N2CCOCC2)c1)NCCc1ccccc1 | -13.8 | -2.7 | 1.8 | i | -8.8 | -7.6 | -0.2 | 0.4 | -2.5
36 | COc1ccc(CNC(=O)CCn2cccc2)cc1 | -2.7 | 0.3 | -4.2 | i | -0.9 | 10.9 | -0.6 | -1.7 | -6.0
37 | CC(C)(CNC(=O)c1ccc(NS(=O)(=O)c2ccc(F)c(F)c2)cc1)N1CCOCC1 | 11.5 | 6.2 | 2.7 | i | 0.3 | -5.5 | 0.8 | 0.7 | -5.4
38 | CC(=O)c1c(C)[nH]c(C(=O)Nc2c(C)n(C)n(-c3ccccc3)c2=O)c1C | -5.5 | -3.9 | -5.2 | i | 2.0 | -5.1 | -0.3 | 2.1 | -1.6
39 | COc1ccc(CCn2c(C)cc(C(=O)COC(=O)c3ccc(NC(=O)CC#N)cc3)c2C)cc1 | -46.0 | -4.6 | 22.1 | / | -0.8 | -32.0 | / | -2.6 | 13.8
40 | Cc1ccc(/C=N/NC(=O)c2cccc(S(=O)(=O)N3CCOCC3)c2)o1 | 12.1 | -3.0 | -2.4 | i | -2.1 | -17.9 | 3.2 | -2.6 | -4.5
41 | CCOC(=O)N1CCN(C(=O)CNC(=O)c2ccccc2F)CC1 | 5.2 | -2.3 | 0.0 | i | -1.7 | 1.2 | 1.4 | 2.2 | -4.6
42 | CCc1cccc(CC)c1-n1c(SCC(=O)N2CCc3ccccc3C2)nnc1-c1cccnc1 | -86.8 | -14.5 | 17.2 | / | -0.2 | -85.5 | -0.4 | 0.9 | 11.4
43 | COc1ccc(N2C(=O)CCC(C(=O)N3CCC(C(N)=O)CC3)C2c2ccc(F)cc2)cc1 (centres undefined) | -13.5 | -0.5 | -4.0 | i | 3.6 | -2.2 | 1.4 | -0.2 | -1.7
44 | COc1cccc(C(=O)OCC(=O)NC23CC4CC(CC(C4)C2)C3)c1 | -2.3 | 2.3 | -0.1 | i | -1.6 | 3.0 | 0.4 | 5.6 | 13.5
45 | S=C(Nc1ccc(Oc2ccccc2)cc1)NC1CCCCCC1 | -59.3 | -2.1 | -1.7 | i | -1.7 | 6.5 | -0.1 | -3.2 | 13.5
46 | c1ccc(-c2ccccc2-c2nc(-c3ccncc3)no2)cc1 | 2.3 | -4.6 | -0.2 | i | -9.5 | 5.0 | -1.1 | 0.9 | 8.4
47 | Cc1ccc(NC(=O)CCc2nc3ccccc3[nH]2)cc1C | -0.9 | 9.2 | 2.4 | i | -8.3 | -6.0 | -1.0 | 0.5 | -4.9
48 | O=C(CNC(=O)c1ccc2c(c1)OCCO2)N/N=C/c1ccc([N+](=O)[O-])cc1 | -0.5 | -0.8 | 2.7 | i | -2.9 | -3.3 | 0.4 | -0.5 | 5.8

Structures shown so far containing an aryl thioether with sulfur outside any ring:
No. | smiles | PABP1 MLLE inh | MT1-MMP act inh | CSN deneddyl inh | Rpn11 inh | bovine MsrA act | eLon inh | MsrA inh | Rin1 Abl inh | FAS TE block
4 | Cc1occc1-c1nnc(SCC(=O)N2c3ccccc3CCc3ccccc32)n1C | -2.2 | -1.9 | -1.4 | i | -1.5 | 8.6 | 1.8 | -2.6 | -1.2
11 | Cc1ccc(C)c(CSc2nc3[nH]ncc3c(=O)[nH]2)c1 | 24.4 | -16.2 | 5.9 | i | -0.8 | -9.0 | 1.3 | 0.3 | -17.1
17 | COc1ccccc1-c1nnc(SCC(=O)N2CCCC2)o1 | -70.4 | 1.3 | 1.4 | i | -1.6 | -2.8 | -0.6 | 1.1 | -5.8
19 | CCCCSc1cc(C)nc(N)n1 | 3.4 | -2.5 | -4.7 | i | -4.2 | -2.7 | -1.6 | -2.3 | -2.8
20 | Cc1ccc(SCC(=O)NCCN2C(=O)CSC2=O)c(C)c1 | 0.6 | -13.9 | -3.5 | i | -1.9 | -7.0 | -0.8 | -4.7 | -2.1
42 | CCc1cccc(CC)c1-n1c(SCC(=O)N2CCc3ccccc3C2)nnc1-c1cccnc1 | -86.8 | -14.5 | 17.2 | / | -0.2 | -85.5 | -0.4 | 0.9 | 11.4

Source: PubChem BioAssay
